High-throughput results (PubChem BioAssay)
S100A4 inh HTS = blocks human S100A4 binding to myosin IIA peptide. AID 652163. inhibition, % at 10.7 µM. P26447. actives 0.14% (n = 360,000). S100A4/TAMRA-MyoIIA peptide fluorescence polarization;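 active means mean inhibition of at least 70% across replicates, with every replicate also reaching that level; inconclusive means mean inhibition reaches 70% but some replicates fall short; inactive means mean inhibition below 70%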
Target sequence (P26447 whole entry, looked up): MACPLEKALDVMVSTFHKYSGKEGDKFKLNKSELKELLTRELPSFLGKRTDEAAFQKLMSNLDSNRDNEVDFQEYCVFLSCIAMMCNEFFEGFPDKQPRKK
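Test system: S100A4 monomer protein. Medium: HEPES buffer with Ca2+, pH 7.2. Reagent: fluorescent myosin IIA peptide, 5 nM. Compound dosing: single-point compound testing. Timing: 5 min between mix addition and reading. Benchmarks: DMSO neutral and TFP positive wells.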
PglD inh = PglD (C. jejuni) enzyme inhibition. purified PglD enzyme, DTNB colorimetric CoA detection. inhibition, % at 12.5 µM. actives 0.098% (n = 360,000). AID 602405; in the data active means inhibition above about 16%, passing the limit was not always enough; inconclusive means no clear call, values can overlap the other calls; further: strong numbers were not always called active
DENV2 CPE rescue = DENV2-induced cell death inhibition. DENV2-infected cells, cytopathic effect rescue, plate reader. CPE inhibition, % at 9.99 µM. actives 1.7% (n = 350,000); in the data active means CPE inhibition above about 20%, passing the limit was not always enough; inconclusive means no clear call, values can overlap the other calls; tested in BHK-21 cells;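 further: 0% = median of neutral control wells and 100% = median of positive control wells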
SIRT5 block = sirtuin-5 (human) deacylase inhibition. Q9NXA8. Purified SirT5, succinyl-peptide AMC, trypsin-coupled fluorescence. inhibition, % at 15 µM. actives 1.1% (n = 330,000); in the data active means inhibition above about 15%; inconclusive means no clear call, values can overlap the other calls
Target sequence (Q9NXA8 whole entry, looked up): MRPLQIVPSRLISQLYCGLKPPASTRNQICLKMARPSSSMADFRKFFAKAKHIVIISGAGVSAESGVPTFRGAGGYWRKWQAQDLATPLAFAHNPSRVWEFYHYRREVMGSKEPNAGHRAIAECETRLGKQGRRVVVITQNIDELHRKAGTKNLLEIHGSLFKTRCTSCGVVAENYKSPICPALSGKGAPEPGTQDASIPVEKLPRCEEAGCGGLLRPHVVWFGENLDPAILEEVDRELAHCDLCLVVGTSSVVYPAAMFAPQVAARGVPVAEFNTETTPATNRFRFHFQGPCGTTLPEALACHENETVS
Statin myotox sup = suppressors of simvastatin-induced myotoxicity in C2C12 myotubes | ATP luminescence, 48 h; scaled: DMSO 0, geranylgeraniol control 100 | rescue of ATP level, % at 7.49 µM | actives 0.78% (n = 330,000) | AID 602340;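 active means mean ATP rescue above about 67%, or every replicate alone reaching that limit, limit read from the data, passing the limit was not always enough; inconclusive means no clear call, values can overlap the other calls; inactive means mean under the limit and some replicate under it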;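 further: myotubes were challenged with 10 µM simvastatin during compound exposure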
E-selectin induc = E-selectin induction on HUVECs. P16581. actives 0.37% (n = 260,000). activation, % at 7.58 µM. HUVEC E-selectin immunofluorescence imaging; normalized: neutral wells 0, TNF-alpha wells 100. AID 686992;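 active means mean E-selectin-positive cell signal at least 10% of the positive control, reached in at least 60% of replicates, without over 20% cell loss; inconclusive means no rule given, readout overlaps actives, possibly toxicity-flagged; inactive means the rest, including those meeting only one limit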;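 further: in these data hits start at about 27%; measured in HUVEC primary endothelial cells; signal is the percent of cells scored E-selectin positive by PE staining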
Target sequence (P16581 whole entry, looked up): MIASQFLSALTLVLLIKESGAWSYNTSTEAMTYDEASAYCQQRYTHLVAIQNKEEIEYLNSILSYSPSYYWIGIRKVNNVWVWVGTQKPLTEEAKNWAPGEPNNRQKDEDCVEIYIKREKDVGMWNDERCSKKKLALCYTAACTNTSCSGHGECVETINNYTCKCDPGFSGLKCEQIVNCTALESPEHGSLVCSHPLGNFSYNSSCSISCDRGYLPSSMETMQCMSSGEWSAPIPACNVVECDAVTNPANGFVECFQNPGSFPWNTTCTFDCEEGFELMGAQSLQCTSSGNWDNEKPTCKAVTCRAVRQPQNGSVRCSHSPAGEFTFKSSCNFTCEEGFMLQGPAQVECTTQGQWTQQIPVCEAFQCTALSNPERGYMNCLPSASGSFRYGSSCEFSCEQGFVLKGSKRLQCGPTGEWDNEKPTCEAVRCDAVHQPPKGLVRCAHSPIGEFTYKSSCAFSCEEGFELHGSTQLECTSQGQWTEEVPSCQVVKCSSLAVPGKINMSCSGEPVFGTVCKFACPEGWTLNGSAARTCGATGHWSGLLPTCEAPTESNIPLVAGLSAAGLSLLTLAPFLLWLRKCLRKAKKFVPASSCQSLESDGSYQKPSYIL
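Test system – human umbilical vein endothelial cells (HUVEC), E-selectin induction · Input – 3,000 HUVEC seeded per well · Buffer or medium – EGM-2, gelatin · Compound dosing – single-point compound dose · Detection – immunofluorescence imaging · Measure – percent E-selectin-positive cells · Controls – TNF-alpha high, DMSO low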
ERp5 inh = blocks human ERp5 reductase activity on insulin. actives 0.05% (n = 350,000). Q15084. ERp5 insulin aggregation, absorbance 650 nm, 90 min. inhibition, % at 9.99 µM;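 active means mean replicate inhibition above about 25%, with every replicate also reaching it, limit read from the data, passing the limit was not always enough; inconclusive means only one of those two criteria met; inactive means neither criterion met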
An asterisk follows results filed as active; ? = inconclusive; · = not tested or not shown. An excerpt (hit frequency here may not be typical).

Molecule | S100A4 inh HTS | Statin myotox sup | ERp5 inh | E-selectin induc | DENV2 CPE rescue | PglD inh | SIRT5 block
CCOC(=O)C(NC(C)=O)C(=O)Nc1ccc(OC)cc1 (stereo not drawn) | -0.3 | · | -0.9 | 2.7 | 0.1 | · | 2.8
N#C[C@@H]1[C@H](c2ccc(-c3cccnc3)cc2)[C@H](CO)N1C(=O)Nc1ccc(F)cc1 | -4.4 | 11.9 | 4.8 | -0.3 | 1.6 | -4.5 | -0.2
COC(=O)C1=C(C)N(Cc2ccc(C(F)(F)F)cc2)C(=NCc2ccccc2C(F)(F)F)NC1c1cccc(Cl)c1 (stereo not drawn) | -0.7 | · | 0.1 | 0.5 | -0.1 | · | -5.9
COc1ccccc1COC(=O)c1cccc(S(=O)(=O)N2CCCC2)c1 | 0.2 | -12.4 | -0.6 | 0.1 | 3.4 | -4.1 | -2.6
CCCN=Cc1ccc(O)cc1 | -1.1 | · | 6.6 | · | -6.4 | · | -1.7
C[C@@H]1CN([C@H](C)CO)C(=O)c2cc(NC(=O)CCC(F)(F)F)ccc2O[C@@H]1CN(C)Cc1ccc(-c2ccccc2)cc1 | 1.7 | 4.3 | -3.4 | -0.1 | -2.2 | 0.6 | 0.0
CCS(=O)(=O)N[C@H]1C=C[C@@H](CC(=O)NC2Cc3ccccc3C2)O[C@@H]1CO | -9.3 | -7.4 | -4.7 | -0.2 | -0.8 | -0.1 | ·
O=C(c1ccncc1)N1C[C@H]2[C@@H](c3ccccc31)[C@H](CO)N2Cc1ccccc1F | -9.7 | -1.5 | 1.6 | 0.1 | 2.6 | -0.4 | 1.7
N#C[C@H]1[C@@H](c2ccccc2C2=CCCCC2)[C@@H](CO)N1S(=O)(=O)c1cccc(F)c1 | 4.4 | · | -2.0 | 0.2 | 3.6 | · | 4.0
COc1ccc(NC(=O)C2CCN(S(=O)(=O)c3c(C)noc3C)CC2)cc1Cl | -1.1 | -34.1 | 3.5 | · | -4.7 | -1.9 | -2.8

Arranged by molecular weight (ascending): some entries from above
Molecule | S100A4 inh HTS | Statin myotox sup | ERp5 inh | E-selectin induc | DENV2 CPE rescue | PglD inh | SIRT5 block
COc1ccccc1COC(=O)c1cccc(S(=O)(=O)N2CCCC2)c1 | 0.2 | -12.4 | -0.6 | 0.1 | 3.4 | -4.1 | -2.6
CCS(=O)(=O)N[C@H]1C=C[C@@H](CC(=O)NC2Cc3ccccc3C2)O[C@@H]1CO | -9.3 | -7.4 | -4.7 | -0.2 | -0.8 | -0.1 | ·
C[C@@H]1CN([C@H](C)CO)C(=O)c2cc(NC(=O)CCC(F)(F)F)ccc2O[C@@H]1CN(C)Cc1ccc(-c2ccccc2)cc1 | 1.7 | 4.3 | -3.4 | -0.1 | -2.2 | 0.6 | 0.0

(list continues)
Molecule | S100A4 inh HTS | Statin myotox sup | ERp5 inh | E-selectin induc | DENV2 CPE rescue | PglD inh | SIRT5 block
C/C(=N/NC(=O)c1ccoc1C)c1ccc(NC(=O)C2CCCC2)cc1 | -2.3 | · | -4.4 | · | 17.0 | · | 1.6
Cc1cccn2c(=O)c(C(=O)NC3CCCCC3C)c(O)nc12 (stereo not drawn) | -2.6 | 6.8 | -0.3 | 0.1 | ? | 5.9 | -1.0
CCCCCNC(=O)C(c1ccc(C#N)cc1)n1c(=O)c(-c2ccco2)nc2ccccc21 (stereo not drawn) | -8.3 | · | 3.3 | 0.7 | 6.0 | · | -1.9
C[C@@H]1CN([C@H](C)CO)C(=O)c2cc(N(C)C)ccc2O[C@@H](C)CCCCO[C@H]1CN(C)C(=O)C1CCCCC1 | -4.8 | 3.9 | 4.6 | 1.4 | ? | 3.9 | -0.7
Cc1cccc(-n2nc3c(c2NC(=O)c2c(F)cccc2F)CS(=O)(=O)C3)c1C | -13.9 | -1.9 | 2.0 | · | 0.1 | 0.7 | -3.0
CC1(C(=O)NCc2ccccc2)CN(S(C)(=O)=O)CC(=O)N1Cc1cccc(C(F)(F)F)c1 (stereo not drawn) | 0.1 | · | 0.7 | 0.8 | 5.4 | · | -2.0
CCCCNC(=O)Cn1cnc([N+](=O)[O-])n1 | -0.2 | -8.3 | 3.5 | · | 13.0 | 1.0 | ·
Cc1cc(C(F)(F)F)cc(NNC(=O)NC(=O)c2c(F)cccc2Cl)n1 | 2.0 | · | -0.4 | · | 15.1 | · | -2.5
COc1cc(O)c(C(CC(=O)N2CCOCC2)c2ccc3c(c2)OCO3)c(OC)c1 (stereo not drawn) | 5.5 | · | 2.7 | -0.3 | -6.1 | 0.4 | ·
CC1=NCCN1S(=O)(=O)c1ccccc1[N+](=O)[O-] | -0.6 | · | -2.6 | -0.1 | -1.2 | 7.4 | 6.2
C#CCN1C=CC(=O)[C@@H](OC(=O)Nc2ccc(C)cc2)[C@H]1c1ccccc1Br | 4.5 | 4.7 | -0.3 | 1.3 | 11.6 | 3.2 | 0.4
CCCc1cc(=O)[nH]c(SCc2cc(=O)oc3cc(C)c(C(C)C)cc23)n1 | -1.7 | · | -2.5 | -0.9 | -1.5 | · | 6.2
CCOC(=O)C1(CCc2ccccc2)CCN(C(=O)C(C)n2cncn2)CC1 (stereo not drawn) | 2.1 | -0.8 | 1.7 | -1.5 | -5.2 | -3.0 | -1.2
CCOC(=O)[C@H]1[C@H]2COc3ccc(C)cc3[C@@H]2N2C(=O)c3cc(C)ccc3NC(=O)[C@@]12C | 1.3 | -0.4 | 6.6 | -0.3 | 4.7 | 1.0 | -6.4
CN(Cc1ccn[nH]1)C(=O)C1CCC(=O)N(Cc2cccc(C(F)(F)F)c2)C1 (stereo not drawn) | -0.2 | 4.5 | -25.3 | 3.1 | -3.2 | 0.5 | 0.2
CCOC(=O)CC(=O)Nc1ccsc1C(N)=O | -1.3 | · | 3.4 | · | 0.2 | · | 2.6
CCCCN(CCCC)Cc1ccc(C(=O)NNC(=O)Nc2ccc(Cl)cc2)o1 | 2.7 | -108.7 | 1.2 | 0.1 | 5.7 | 2.1 | -5.4
COc1ccc(/C=C(\C#N)C(=O)OCC(=O)Nc2ccc(-c3nc4ccc(C)cc4s3)cc2)cc1 | 4.3 | 5.3 | 2.6 | 6.2 | -3.0 | -1.9 | -1.2
O=C(C[C@H]1CC[C@H](NS(=O)(=O)c2ccc(F)cc2)[C@@H](CO)O1)NCc1ccccc1F | 0.0 | · | 1.8 | -0.3 | -5.4 | · | 13.6
Cc1ccc(NC(=S)N(CCCN2CCC(C)CC2)Cc2ccco2)cc1 | -14.1 | -3.6 | 0.8 | -0.6 | 1.6 | -1.8 | 5.2
O=C(/C=C\c1ccc2c(c1)OCO2)Nc1c2c(nn1-c1ccc(Cl)cc1)CSC2 | 4.0 | 51.0 | 2.2 | -0.1 | ? | 9.6 | 1.7
O=C(Nc1nc(-c2ccncc2)cs1)c1ccc(F)cc1 | -0.8 | -3.9 | 0.4 | · | -1.9 | -4.6 | -0.6
O=C(CCc1ccccc1)NNC(=O)COc1ccc(Cl)cc1 | 0.5 | -14.4 | 5.8 | -0.1 | 0.0 | 0.0 | -5.7
COc1cc(C(=O)N/N=C/c2ccc(OC(=O)c3ccccc3Cl)cc2)ccc1O | -1.7 | · | 1.4 | 0.3 | -1.9 | 1.4 | -15.4
COc1ccc(NC(=O)Nc2ccc3c(c2)C(=O)N([C@H](C)CO)C[C@H](C)[C@H](CN(C)C(=O)Nc2ccc(C(F)(F)F)cc2)O3)cc1 | -92.0 | 17.9 | 1.8 | -2.5 | -6.5 | -7.0 | 13.8
CCOC1=C2[C@H](c3ccccc3F)N(S(=O)(=O)c3ccc(C)cc3)C[C@H]2n2c(=O)n(-c3ccccc3)c(=O)n2C1 | -1.4 | -18.4 | 1.8 | · | 4.7 | 2.7 | 3.7
C[C@@H]1CN([C@@H](C)CO)C(=O)c2cccc(NC(=O)c3ccncc3)c2O[C@H]1CN(C)Cc1ccc2c(c1)OCO2 | 13.6 | -0.7 | 0.2 | 0.1 | 0.5 | 1.0 | -0.9
COCCNC(=O)C1(C)CCCN(C(=O)c2ccc(F)c(Cl)c2)C1 (stereo not drawn) | -4.6 | -5.6 | 6.7 | 0.0 | 6.0 | 6.0 | -3.9
Cc1ccc(-c2cnn(-c3ccccc3)c2N)cc1 | -5.3 | -37.5 | -0.6 | 0.1 | -1.4 | -0.4 | -2.5
COc1ccc(CN=C2NC(=O)CC(C(=O)Nc3ccccc3C)S2)cc1 (stereo not drawn) | -2.6 | · | 1.0 | · | -2.7 | · | -0.9
Cc1[nH]c2ccccc2c1/C=N/NC(=S)NC(C)C | -3.1 | · | 1.6 | 19.4 | -8.5 | · | 8.2
O=C(CN1C(=O)NC2(CCCC2)C1=O)Nc1cccc(C(F)(F)F)c1 | -6.2 | -11.9 | 0.3 | · | -2.7 | -1.4 | -20.9
C[C@H](CO)N1C[C@H](C)[C@H](CN(C)C(=O)Nc2ccccc2)Oc2ccc(NS(=O)(=O)c3ccc(F)cc3)cc2C1=O | -5.8 | -3.6 | 7.4 | -0.2 | -5.9 | -9.4 | 2.1
OC[C@@H]1CN(Cc2cccc(C(F)(F)F)c2)C[C@H](n2cnc3c(NC4CC4)ncnc32)O1 | -1.4 | 4.4 | -6.5 | 0.5 | 2.3 | -1.6 | -0.7
Cc1ccc(C)c(S(=O)(=O)N2CCCOC2CNC(=O)C(=O)NCc2ccc3c(c2)OCO3)c1 (stereo not drawn) | 0.5 | 22.0 | 10.0 | -0.1 | -5.9 | 10.6 | -2.1
O=C(CN1CCCC1)Nc1ccc(S(=O)(=O)N2CCCCC2)cc1 | -3.5 | 17.0 | 1.9 | · | 4.6 | -1.0 | -0.4
CC(C)N1CCc2c(sc(NC(=O)c3cc4cc([N+](=O)[O-])ccc4s3)c2C(N)=O)C1 | 9.2 | -8.1 | -2.7 | -0.2 | -0.7 | -7.9 | 0.8
NC(=O)c1ccsc1NC(=O)COC(=O)c1ccc([N+](=O)[O-])o1 | -3.2 | 1.2 | 1.7 | 2.8 | ? | 0.2 | -1.1
O=C(CNCCc1ccccc1)Nc1ccc(C(=O)N2CCCCC2)cc1 | 0.1 | 4.6 | 0.3 | 0.1 | -0.2 | 3.4 | -1.5
O=C1OC(c2cccc3c(F)cccc23)c2ccccc21 (stereo not drawn) | -3.1 | 6.4 | 3.5 | -0.1 | · | 2.8 | 8.2
O=c1cc(CN2CCN(c3ccccc3)CC2)c2ccccc2o1 | -11.4 | 17.3 | 1.9 | 0.0 | -1.9 | 0.1 | -3.0
COc1ccc(Cc2nnc(Nc3ccc4c(c3)OCCO4)[nH]c2=O)cc1 | 4.9 | · | -1.9 | · | · | · | -0.5
CC1CC(C)CN(C(=O)Cc2c(C(=O)O)[nH]c3ccc(Cl)cc23)C1 (stereo not drawn) | 1.8 | 3.7 | -2.9 | · | 1.6 | 0.5 | 4.4
CCCCn1nnnc1C(c1ccccc1)N1CCN(c2c(Cl)cncc2Cl)CC1 (stereo not drawn) | 8.9 | · | -7.5 | -0.1 | 11.0 | · | -1.5
CC(C)C[C@H]1CNC(=S)N1C[C@H]1CCCN1C[C@H](Cc1ccc(O)cc1)N1C[C@H](CC(C)C)N(CCc2ccccc2)C1=S | -34.7 | -5.1 | 3.1 | 2.9 | 2.1 | 4.8 | -0.9
COC(=O)c1sc(NC(=O)c2ccc(C)o2)nc1C | -4.3 | · | -2.8 | · | -1.2 | · | ·
CN(C)S(=O)(=O)Oc1ccccc1C(=O)Nc1ccc(F)cc1 | 5.6 | · | 2.2 | · | -6.2 | · | -4.4
COc1ccc(CN(C)C[C@H]2Oc3ccc(NC(=O)Nc4ccc(F)cc4)cc3C(=O)N([C@@H](C)CO)C[C@H]2C)cc1 | -1.7 | -14.5 | -2.9 | 1.2 | 4.2 | 5.9 | 3.9
